BioA inh: BioA (M. tuberculosis) enzyme inhibition; purified M. tuberculosis BioA enzyme, plate reader; inhibition, % at 9.99 µM; 0.096% of 360,000 active; AID 602481; in the data active = inhibition above about 40%
GDH-TPI counter: counter-screen for M. tuberculosis FBA inhibitors: GDH-TPI coupled enzymes; inhibition, % at 4.8 µM; AID 588335; 1.2% of 360,000 active; GDH-TPI coupled enzyme counterscreen, NADH absorbance; in the data active = inhibition above about 30%;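 also: 0% = DMSO wells and 100% = wells lacking the enzyme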
Mtb FBA inh: inhibits M. tuberculosis FBA enzyme | purified M. tuberculosis FBA, fluorescence read-out | inhibition, % at 1 µM | 2.3% of 360,000 active | AID 588726; in the data active = inhibition above about 27%;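 also: 0% = vehicle and 100% = reference inhibitor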
Target sequence (P9WQA3 whole entry, looked up): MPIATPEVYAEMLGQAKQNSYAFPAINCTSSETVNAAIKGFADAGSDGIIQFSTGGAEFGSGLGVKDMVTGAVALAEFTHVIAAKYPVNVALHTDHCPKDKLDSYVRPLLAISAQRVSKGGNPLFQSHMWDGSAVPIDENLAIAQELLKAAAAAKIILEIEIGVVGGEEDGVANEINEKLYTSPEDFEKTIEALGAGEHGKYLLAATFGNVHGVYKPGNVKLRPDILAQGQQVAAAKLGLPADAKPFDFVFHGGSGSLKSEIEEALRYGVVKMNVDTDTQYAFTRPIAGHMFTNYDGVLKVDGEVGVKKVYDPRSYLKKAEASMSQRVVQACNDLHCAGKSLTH
TcdB GH inh: TcdB glycohydrolase inhibition; 0.24% of 350,000 active; P18177; inhibition, % at 9.99 µM; TcdB glycohydrolase enzymatic assay, plate reader; in the data active = inhibition above about 10%
UGM FP inh: Mtb UDP-galactopyranose mutase inhibition | AID 504406 | P9WIQ1 | inhibition, % at 10 µM | purified UGM, fluorescence polarization probe displacement | 0.06% of 320,000 active; in the data active = inhibition above about 10%, passing the limit was not always enough
Target sequence (P9WIQ1 whole entry, looked up): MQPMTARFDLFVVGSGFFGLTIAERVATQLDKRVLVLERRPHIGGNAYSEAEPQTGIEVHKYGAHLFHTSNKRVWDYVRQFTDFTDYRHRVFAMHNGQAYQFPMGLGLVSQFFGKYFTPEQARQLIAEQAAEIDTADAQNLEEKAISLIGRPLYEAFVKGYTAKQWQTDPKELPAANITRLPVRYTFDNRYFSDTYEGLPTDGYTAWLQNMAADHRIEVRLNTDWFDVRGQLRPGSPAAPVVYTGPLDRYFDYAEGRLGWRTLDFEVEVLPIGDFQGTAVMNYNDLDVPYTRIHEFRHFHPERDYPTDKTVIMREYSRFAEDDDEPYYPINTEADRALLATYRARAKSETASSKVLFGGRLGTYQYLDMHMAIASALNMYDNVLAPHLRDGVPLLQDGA
PfHsp40 rescue: rescue of PfHsp40-mediated yeast toxicity; S. cerevisiae expressing PfHsp40, growth rescue, ATP luminescence; growth rescue, % at 12.5 µM; 0.68% of 340,000 active; in the data active = growth rescue above about 28%, passing the limit was not always enough;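 also: yeast W303a lacking pdr1 and pdr3 grown in galactose medium; growth measured after three days at 30 °C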
FadD28 FP inh: blocks FadD28 binding to the bisubstrate probe. AID 588549. inhibition, % at 12.5 µM. 0.22% of 360,000 active. fluorescence polarization; in the data active = inhibition above about 8.5%, passing the limit was not always enough
Y pestis TopoI: blocks Yersinia pestis topoisomerase I activity | Y. pestis Topo-I cleavage product accumulation, plate reader | activity, % at 10 µM | 0.064% of 360,000 active; in the data active = activity above about 50%, passing the limit was not always enough; also: inactives centre near 2
BH1578 lux ind: quorum light induction in luxS cqsA deficient V. cholerae; V. cholerae BH1578 lux reporter, luminescence, 6 h; activation, % at 18.7 µM; 0.16% of 350,000 active; AID 588436; in the data active = activation mostly above about 9.7%, no sharp cut-off; also: not every result past the cut was called active; inactives centre near 0; reference of the scale not given here
* marks the source's active call; other numbers are inactive results; i = inactive; x = not tested or not shown.

SMILES	BioA inh	GDH-TPI counter	Mtb FBA inh	TcdB GH inh	UGM FP inh	PfHsp40 rescue	FadD28 FP inh	Y pestis TopoI	BH1578 lux ind
N#Cc1cccc(C(=O)OCC(=O)c2ccc3c(c2)NC(=O)CO3)c1	-1.3	-2.5	-1.1	-1.7	0.9	-0.5	0.9	8.8	-0.5
CCc1noc(C)c1C(=O)OCC(=O)N1CCc2ccccc21	0.6	-3.2	0.7	0.4	-0.8	0.7	x	9.0	i
CCN1CCCC1CNC(=O)c1csc2c1CCCC2 (stereo unspecified)	x	2.0	2.3	0.7	1.1	-0.1	0.5	3.1	i
Cc1onc(-c2ccccc2)c1C(=O)Nc1ccc(Cl)c(S(=O)(=O)N2CCOCC2)c1	-1.7	-1.6	-0.7	-7.6	-0.7	0.4	-3.9	1.4	i
COc1ccccc1NC(=O)c1c(N=Cc2cccc([N+](=O)[O-])c2)cnn1C	-1.2	6.6	3.0	0.4	0.4	-0.2	-3.5	-1.1	-1.4
CCC(=O)N1CCc2cc(Br)cc(S(=O)(=O)NCCCN(CC)Cc3ccccc3)c21	2.1	4.2	0.2	2.2	-0.2	2.1	x	6.2	-0.2
COC(=O)c1ccc(-c2nc(CN3CCC(C(=O)N4CCOCC4)CC3)c(C)o2)cc1	-1.6	-3.1	48.5*	x	-4.2	1.9	-4.6	4.6	i
COc1ccc(C(=O)N2CCCCC2c2cc(C(=O)Nc3ccccc3)no2)cc1 (stereo unspecified)	0.2	7.4	-3.1	0.7	x	x	-4.1	15.3	-9.5
CCOC(=O)C1CCN(C(=O)C2CC(=O)N(c3ccc4c(c3)OCCO4)C2)CC1 (stereo unspecified)	-0.6	1.1	-1.2	-0.7	2.0	24.4	-4.2	10.3	-1.7
CN(C)C(/C=C/Nc1cccc(Br)c1)=C(C#N)C#N	x	9.5	0.4	1.3	2.2	-1.7	-1.2	8.8	i
O=C(NCc1ccncc1)c1ccc(OCc2ccccc2)cc1	2.8	-2.5	0.2	-0.3	-1.2	-0.7	-4.5	-9.4	-0.8
CCOc1ccc(N2C(=O)CC(NCc3ccc(S(N)(=O)=O)cc3)C2=O)cc1 (stereo unspecified)	-4.4	11.2	0.1	0.1	0.3	0.0	-0.7	-7.3	i
CCC(c1nnnn1Cc1ccc2c(c1)OCO2)N1CCN(CC)CC1 (stereo unspecified)	0.4	-1.6	-0.6	-4.4	-1.0	-0.6	-3.3	-14.9	-0.3
Cc1ccc(-n2c(SCC(=O)N(C)C3CCS(=O)(=O)C3)nc3ccccc3c2=O)c(C)c1 (stereo unspecified)	x	-11.4	-3.0	-0.2	1.0	-1.2	-4.3	15.1	x
COc1ccc(CCNC(=O)c2sc3nc4n(c(=O)c3c2C)CCC4)cc1	5.7	9.2	12.9	0.2	-0.5	-0.9	-4.7	8.8	0.7
Cc1sc2ncnc(SCC(=O)N3CCCC(C(F)(F)F)C3)c2c1C (stereo unspecified)	-6.0	-0.3	1.6	-1.5	0.0	-0.4	1.5	-10.2	i
COc1ccc(NC(=S)N2CCC(NC(=O)c3ccc(OC)cc3)CC2)cc1	-0.4	-0.8	0.5	1.2	1.2	0.5	-0.4	2.9	-0.1
CSc1ccccc1C(=O)NCCOc1ccccc1C	-1.8	11.0	-1.4	0.2	x	0.7	-3.5	7.0	-0.3
CSCCC(NS(=O)(=O)c1ccc(C)cc1)C(=O)N1CCN(C(c2ccccc2)c2ccccc2)CC1 (stereo unspecified)	x	-9.8	-0.3	2.1	-0.8	1.9	-3.0	22.9	-5.6
O=S(=O)(c1ccccc1)c1nc(-c2cccs2)oc1NCCCn1ccnc1	2.1	11.8	4.3	x	-0.2	0.5	-0.8	0.8	-2.6
Cc1nc2sc(C(c3cccs3)N3CCN(Cc4ccccc4)CC3)c(O)n2n1 (stereo unspecified)	3.6	21.5	4.3	2.7	3.7	0.0	0.5	8.9	-0.1
Cc1nn(Cc2ccc(Cl)cc2)c(C)c1NC(=O)Cn1nc([N+](=O)[O-])c(Cl)c1C	-2.9	-1.0	-1.3	x	-2.6	0.5	-1.9	-3.2	-0.7
CC(C)(C)c1ccc(S(=O)(=O)N2CCN(C3CCCC3)CC2)cc1	4.0	0.0	-1.4	3.8	-2.0	-1.0	-3.2	-4.6	-0.1
Cc1nnc(SCC(=O)Nc2ccc(F)cc2F)n(N)c1=O	0.8	0.3	1.4	0.9	0.9	0.1	-3.2	1.7	i
O=C(NC(=S)NC1CCCC1)c1ccccc1	0.9	2.1	-0.4	0.5	-2.7	4.3	-3.0	14.7	i
COc1cc(Cl)c(C)cc1NC(=O)COc1cc(C)nc(C(C)C)n1	-3.3	-3.2	1.1	x	-1.6	0.0	0.9	4.8	0.8
O=C(Nc1ccccc1)/C(=C/c1cccnc1)NC(=O)c1ccccc1	0.6	6.0	-0.8	0.6	-0.9	0.3	-2.4	-0.4	i
CC1(C)CC(=O)C=C(NCCN2CCN(C(=S)Nc3ccc(F)cc3)CC2)C1	1.5	9.3	-2.5	-0.5	2.2	0.5	-4.3	-5.5	-0.8
O=C(CN1C2=NCCN2c2ccccc21)C12CC3CC(CC(C3)C1)C2	-3.8	-1.4	-0.3	x	1.4	-0.9	-1.0	3.6	-0.6
COc1ccc([N+](=O)[O-])cc1CSc1nnc(NC(C)=O)s1	x	-1.9	-0.8	-1.6	-2.4	-1.8	0.5	4.9	i
CC1CC(C)CN(S(=O)(=O)c2cc3c4c(c2)C(C)C(=O)N4CCC3)C1 (stereo unspecified)	-0.7	3.5	1.6	3.1	2.1	0.5	-0.3	3.5	i
CCN(CC)S(=O)(=O)c1ccc(NC(=O)c2cccs2)cc1	3.2	4.2	1.9	1.5	0.3	-1.0	-1.2	6.9	0.1
COc1ccc(/C(C)=N/NC(=O)CNC(=O)CCc2ccccc2)c(OC)c1	x	-11.2	0.2	0.5	0.7	-1.1	-3.9	9.2	-0.4
COc1ccccc1NC(=O)c1cc(-c2ccc(C)o2)nc2ccccc12	-11.0	5.9	1.7	2.1	-1.5	-0.6	-3.2	-3.2	-4.4
COc1ccc(-c2n[nH]c(C)c2-c2cnn(-c3ccccc3)c2)c(O)c1	-0.3	-3.9	2.0	x	1.1	18.1	-8.1	2.9	i
COc1ccc(-c2cc(C)no2)cc1S(=O)(=O)N(C)Cc1ccco1	-2.3	9.6	2.4	0.8	1.2	-0.4	0.6	-7.5	0.9
CCOc1ccc(NC(=O)c2ccc(S(=O)(=O)N(C)C)cc2)cc1	-0.3	7.5	-1.7	-0.1	6.9	0.7	-2.0	2.8	-0.2
Nc1cc(Cl)ccc1C(=O)OCC(=O)NC1CCS(=O)(=O)C1 (stereo unspecified)	-3.0	12.4	52.0*	x	-1.3	0.3	-1.8	-1.9	10.0
CC1(C)OC(c2ccccc2)=C/C(=C/C=C2C(=O)c3ccccc3C2=O)O1	x	4.2	-0.8	3.4	-4.1	0.7	-1.7	10.7	0.4
COc1ccccc1NC(=O)Cn1c(=O)oc2cc(S(=O)(=O)N3CCCC3)ccc21	-1.5	-0.9	-1.6	-0.8	-1.4	-0.8	-0.5	-1.0	-0.1
COc1ccc(OC)c(/C=C/C(=O)N(C)CC(=O)Nc2cc(C)ccc2C)c1	-0.1	6.6	28.7*	x	2.0	-0.1	-2.5	-3.4	-0.6
CC(C)c1ccc(N(CC(=O)NN=C2CCN(C)CC2)S(=O)(=O)c2ccccc2)cc1	-1.4	8.7	-2.3	0.1	2.7	-0.2	-1.2	6.9	i
CCOc1c2ccc(C(=O)NC3CCCc4ccccc43)cc2nn1CC (stereo unspecified)	-1.2	1.7	42.8*	0.5	-4.0	-0.4	-2.4	12.4	i
Cc1ccc(SCC(=O)NN=C2CCN(C)CC2)cc1	x	-11.5	-0.5	0.1	3.0	0.4	-2.9	12.5	-0.7
O=C(CSC1=NCCS1)Nc1cccc2ccccc12	-2.4	-2.5	1.4	x	0.2	-0.3	-1.2	10.0	0.6
N#Cc1c(N)nc2c(c1-c1ccco1)CCCCC2	-1.5	14.1	11.6	x	0.4	1.2	-1.4	2.8	i
FC(F)(F)c1ccccc1Cc1c(-c2cccc(Br)c2)nc2c3ccccc3ccn12	-1.5	x	2.1	-0.2	x	x	-3.6	x	x
Cc1ccc(-c2cc(-c3ccc(F)cc3)nc(N)c2C#N)o1	-0.2	7.5	154.6*	x	4.0	0.2	-2.1	-5.4	3.4
Cc1ccc2c(c1)CCCN2CC(=O)Nc1cccc(S(=O)(=O)N2CCCC2)c1	0.5	0.0	1.2	-1.4	-0.9	2.5	-6.1	-2.3	2.1
O=c1oc2cc(S(=O)(=O)NCCCO)ccc2c2ccc(S(=O)(=O)NCCCO)cc12	x	-10.3	4.1	0.1	1.7	0.0	-3.7	-1.9	-0.3

Remaining list, next part.
SMILES	BioA inh	GDH-TPI counter	Mtb FBA inh	TcdB GH inh	UGM FP inh	PfHsp40 rescue	FadD28 FP inh	Y pestis TopoI	BH1578 lux ind
O=C(CN(C(=O)c1ccc(Cl)cc1)N1C(=O)C2CCCCC2C1=O)c1ccc(Cl)cc1 (stereo unspecified)	x	-2.1	0.7	x	0.2	0.0	-1.9	2.5	-0.4
COc1ccccc1-n1c(SCC(=O)Nc2cccc(S(N)(=O)=O)c2)nc2ccccc2c1=O	x	2.6	1.2	1.1	-1.7	0.8	-4.0	13.3	-0.4
CCOc1ccc(C(=O)C[n+]2cccc3cc(C)ccc32)cc1	-3.0	12.4	1.2	0.0	-2.3	0.1	0.0	7.2	0.7
Cc1oc2ncnc(N)c2c1C	0.5	2.5	2.6	x	-2.8	2.0	-1.9	3.3	-0.8
Cc1ccccc1OCC(=O)Nc1nnc(-c2ccncc2)s1	x	33.3*	18.4	-0.8	1.2	2.4	-1.7	2.1	-0.9
CCOc1ccc(N(CC(=O)Nc2cccnc2)S(=O)(=O)c2ccc(C)cc2)cc1	2.6	-9.8	3.1	0.3	-0.3	1.7	-1.0	18.2	-5.6
CCOC(=O)N1CCN(C(=O)/C(=C\c2cccs2)NC(=O)c2cccs2)CC1	x	13.8	3.4	-8.4	0.3	1.5	-2.7	-5.0	i
CCOCCCNS(=O)(=O)c1ccc(NC(=O)c2ccc(OC)c([N+](=O)[O-])c2)cc1	x	11.2	11.0	-2.4	-0.5	-0.6	0.5	-8.3	0.0
CCc1ccc(NC(=O)[C@H](C)NC(=O)C2CCN(C(=O)[C@@H](N)C(C)C)CC2)cc1	-0.9	2.1	1.2	-1.3	0.5	0.2	-1.5	4.6	0.1
CCCCOC(=O)C1=C(C)NC(=O)NC1c1ccc2c(c1)OCO2 (stereo unspecified)	-2.8	6.4	-3.2	1.1	x	0.1	-4.1	-1.2	3.5
CN(C)c1ccc(/C=C/CNC[C@H]2O[C@@H](n3ccc(N)nc3=O)[C@H](O)[C@@H]2O)cc1	0.1	3.3	-1.3	-5.3	x	x	-1.4	-1.2	-0.5
O=C(c1ccc(F)cc1)n1cc(C(=S)N2CCOCC2)c2ccccc21	x	4.5	3.9	1.1	0.0	-1.5	2.9	3.4	i
O=C(Cn1cnc2ccccc2c1=O)NCc1ccc2c(c1)OCO2	-1.5	-4.2	-1.1	x	0.2	-1.2	-3.6	-0.5	i
